Screening data from PubChem BioAssay.
Cav3 T inh: inhibitors of human Cav3.2 T-type calcium channel | O95180 | Cav3.2-expressing cells, Fluo-4 calcium fluorescence FDSS; active compounds read low | B-score at 10 µM | 4% of 100,000 active | AID 449739;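 active = single-dose well whose peak fluorescence ratio is a statistical outlier from its plate by either plate-standardised score or position-corrected B-score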
Target sequence (O95180 whole entry, looked up): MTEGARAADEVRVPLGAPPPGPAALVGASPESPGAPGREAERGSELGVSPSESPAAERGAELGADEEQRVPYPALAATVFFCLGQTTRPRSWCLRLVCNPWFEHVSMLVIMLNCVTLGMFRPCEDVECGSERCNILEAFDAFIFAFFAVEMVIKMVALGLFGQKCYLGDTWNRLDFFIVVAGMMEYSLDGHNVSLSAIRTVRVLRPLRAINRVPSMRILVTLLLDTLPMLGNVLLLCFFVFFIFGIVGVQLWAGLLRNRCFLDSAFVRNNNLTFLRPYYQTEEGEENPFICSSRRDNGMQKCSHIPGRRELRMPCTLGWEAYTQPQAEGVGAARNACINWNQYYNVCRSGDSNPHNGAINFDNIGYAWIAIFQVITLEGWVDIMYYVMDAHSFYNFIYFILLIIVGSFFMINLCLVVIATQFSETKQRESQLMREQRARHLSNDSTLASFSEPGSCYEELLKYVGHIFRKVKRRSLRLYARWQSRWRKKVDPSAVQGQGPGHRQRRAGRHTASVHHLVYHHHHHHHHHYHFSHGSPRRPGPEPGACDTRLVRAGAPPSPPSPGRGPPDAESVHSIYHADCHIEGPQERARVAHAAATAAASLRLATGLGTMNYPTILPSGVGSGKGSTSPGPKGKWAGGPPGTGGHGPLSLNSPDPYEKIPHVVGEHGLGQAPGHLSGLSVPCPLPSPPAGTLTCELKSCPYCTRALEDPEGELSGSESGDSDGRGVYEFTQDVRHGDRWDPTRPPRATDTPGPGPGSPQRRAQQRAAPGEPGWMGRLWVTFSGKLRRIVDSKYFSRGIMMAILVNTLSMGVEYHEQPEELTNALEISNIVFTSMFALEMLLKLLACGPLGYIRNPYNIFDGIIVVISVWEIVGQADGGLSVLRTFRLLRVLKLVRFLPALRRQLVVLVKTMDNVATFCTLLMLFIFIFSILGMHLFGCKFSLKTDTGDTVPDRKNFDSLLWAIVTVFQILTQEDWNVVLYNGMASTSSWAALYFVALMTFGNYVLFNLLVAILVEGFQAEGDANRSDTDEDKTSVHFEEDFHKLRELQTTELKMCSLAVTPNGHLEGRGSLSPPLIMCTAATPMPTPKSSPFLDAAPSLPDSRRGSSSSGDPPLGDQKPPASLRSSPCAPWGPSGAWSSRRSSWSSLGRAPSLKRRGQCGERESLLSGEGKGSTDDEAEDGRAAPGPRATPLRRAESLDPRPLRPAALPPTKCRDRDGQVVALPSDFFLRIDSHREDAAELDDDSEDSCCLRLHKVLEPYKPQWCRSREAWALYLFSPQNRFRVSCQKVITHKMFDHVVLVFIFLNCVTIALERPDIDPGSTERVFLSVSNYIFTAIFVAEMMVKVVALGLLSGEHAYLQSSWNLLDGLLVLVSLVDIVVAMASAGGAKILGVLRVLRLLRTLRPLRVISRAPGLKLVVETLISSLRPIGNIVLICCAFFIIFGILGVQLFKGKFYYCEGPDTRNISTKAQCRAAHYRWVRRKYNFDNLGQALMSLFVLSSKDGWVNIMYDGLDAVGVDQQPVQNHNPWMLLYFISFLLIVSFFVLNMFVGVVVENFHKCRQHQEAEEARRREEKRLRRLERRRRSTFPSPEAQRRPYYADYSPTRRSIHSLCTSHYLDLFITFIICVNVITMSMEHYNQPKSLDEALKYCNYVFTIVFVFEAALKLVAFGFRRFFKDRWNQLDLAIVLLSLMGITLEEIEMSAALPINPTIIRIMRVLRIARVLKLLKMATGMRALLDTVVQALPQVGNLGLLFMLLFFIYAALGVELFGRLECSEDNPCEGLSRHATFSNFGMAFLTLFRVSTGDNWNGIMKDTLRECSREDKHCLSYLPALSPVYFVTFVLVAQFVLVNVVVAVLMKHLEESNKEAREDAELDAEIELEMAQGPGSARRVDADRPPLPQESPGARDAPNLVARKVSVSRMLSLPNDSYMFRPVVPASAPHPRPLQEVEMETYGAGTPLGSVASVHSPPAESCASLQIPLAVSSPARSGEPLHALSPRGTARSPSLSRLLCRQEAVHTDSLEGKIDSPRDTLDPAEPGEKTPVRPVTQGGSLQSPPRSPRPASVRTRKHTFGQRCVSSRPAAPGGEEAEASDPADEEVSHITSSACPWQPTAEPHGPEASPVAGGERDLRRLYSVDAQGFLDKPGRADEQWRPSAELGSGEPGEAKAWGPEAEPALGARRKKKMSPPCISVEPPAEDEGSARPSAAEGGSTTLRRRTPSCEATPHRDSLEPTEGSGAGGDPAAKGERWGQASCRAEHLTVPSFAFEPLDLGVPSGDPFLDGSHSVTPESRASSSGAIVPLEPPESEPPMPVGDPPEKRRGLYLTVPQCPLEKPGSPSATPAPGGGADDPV
Numbers without * were called inactive; & = joins results of further samples.

Cav3 T inh,mol
-2.8,CN(C)c1ccc(NC(=O)c2ccc(COc3cccc(Cl)c3)o2)cc1
-3.9,Cc1ccc2[nH]c3c(N4CCN(Cc5ccccc5)CC4)ncnc3c2c1
-1.7,O=C1NC(c2ccccc2)=C(c2nc3ccccc3s2)C(c2ccc(O)cc2)N1 (stereo not given)
0.73,Cc1nn(-c2ccccn2)c2c1C(c1ccncc1)C1=C(CC(C)(C)CC1=O)N2 (stereo not given)
0.18,O=c1[nH]c2ccc(S(=O)(=O)N3CCCCC3)cc2[nH]1
0.73,O=C(NC1CCCC1)C(c1ccc(N2CCOCC2)cc1)N(Cc1ccco1)C(=O)c1ccco1 (stereo not given)
0.14,CC1Cc2nc(SCC(=O)Nc3ccc(F)cc3F)n(C)c(=O)c2S1 (stereo not given)
-0.22,COc1ccc(Cl)cc1S(=O)(=O)Oc1ccc(NC(C)=O)cc1
-0.0021,c1ccc(-n2cnnc2SCc2nc3ccccc3s2)cc1
0.068,COc1ccc(N=C2C(=O)Nc3c(C)cccc32)cc1
-0.82,Cc1ccc(Nc2nc(N)nc(CSc3nc(C)cc(C)n3)n2)cc1
-2.3,CC(C)(C)NC(=O)COC(=O)c1snc(C(=O)NC2CCCCC2)c1N
0.62,CC(=O)c1cnc2c(-c3ccccc3)cnn2c1C
-3.9*,O=c1c2ccccc2c(C=NCCc2ccccc2)c(O)n1Cc1ccccc1
0.71,CCN1CCN(C(c2ccccc2OC)c2nnnn2C2CCCCC2)CC1 (stereo not given)

Cav3 T inh,mol
0.5,N=C(N)SCc1cccc2ccccc12
0.014,O=C(CCn1c(=O)[nH]c2ccsc2c1=O)N1CCc2ccccc2C1
0.37,O=C(CSCC(=O)OCC(=O)c1ccc(Br)cc1)Nc1ccc(Br)cc1
0.41,CC(C)(C)n1nc2c(c1NC(=O)c1ccc(S(=O)(=O)N3CCCC3)cc1)CS(=O)C2 (stereo not given)
0.97,NC(=O)CSc1nnc(-c2ccc(S(=O)(=O)N3CCOCC3)cc2)n1Cc1ccccc1
0.008,CCc1nc(SCC(=O)Nc2nnc(CC)s2)c2c(C)c(C)sc2n1
0.11,COc1ccccc1C(=O)Nc1nc(-c2cccs2)c(NC(C)=O)s1
-3.6,O/C(=C\Sc1nnc(Cc2ccccc2)o1)c1ccc(Br)cc1
0.32,CCCCN(C(=O)c1ccc(Cl)cc1)C1CC2CCC(C1)N2C (stereo not given)
1.8,CCC/C(O)=C1\C(=O)CCCC1=NC(C)C(=O)O (stereo not given)
0.32,O=C(c1cnc2n(c1=O)CCS2)N(c1ccccc1)C1CCCCC1
0.12,NC(=O)CC(c1ccccc1)c1ccco1 (stereo not given)
-2,C(=C\c1ccccc1)/CN1CCN(c2ncnc3c2oc2ccccc23)CC1
-0.55,CCNC(=O)[C@@H]1CCCN1C(=O)[C@H](CCCN=C(N)N)NC(=O)[C@H](CC(C)C)NC(=O)[C@@H](CC(C)C)NC(=O)[C@H](Cc1ccc(O)cc1)NC(=O)[C@H](CO)NC(=O)[C@H](Cc1c[nH]c2ccccc12)NC(=O)[C@H](Cc1cnc[nH]1)NC(=O)[C@@H]1CCC(=O)N1
-2.9,CN1C(C(=O)NCc2ccc(OC(F)(F)F)cc2)CC2Cn3c(nc4cc(Cl)c(Cl)cc43)C21 (stereo not given)

Cav3 T inh,mol
-2.1,CC(=O)SC(C[N+](=O)[O-])c1cn(C(C)=O)c2ccccc12 (stereo not given)
-0.15,CCCOc1cccc(CN2CCCCC2c2cccnc2)c1 (stereo not given)
-2.8,O=c1[nH]c(NCCO)nc2c1C1(CCCCC1)Cc1ccccc1-2
1.7,CC(=O)Nc1sc2c(c1CN1CCN(C)CC1)CCCC2
-0.67,COc1ccc(NC(=O)C2CCCCN2CC(=O)OCc2ccccc2)cc1OC (stereo not given)
-0.11,COc1ccc(-c2noc(CCCC(=O)O)n2)cc1
-0.58,COC(=O)c1cc(Cl)c(NC(=O)/C=C/c2ccc(Cl)cc2)cc1OC
-1.5,Cc1ccc2cc(CN(Cc3cccs3)Cc3nnnn3CC3CCCO3)c(=O)[nH]c2c1C (stereo not given)
0.12,COc1ccc(Nc2nccc(OC)c2C#N)cc1
-1.5,c1ccc(-c2nnc3n2N=C(c2ccc4c(c2)OCO4)CS3)nc1
0.06,CCOC(=O)c1[nH]c2ccc(OC)cc2c1N=CN(C)C
-5.8*,Cc1cccc(OCCCCc2c(C)n[nH]c2C)c1
-0.52,CCN(CC)CCCn1c(=S)[nH]c2cc(Cl)ccc2c1=O
-0.35,Cc1ccc(CN2[C@@H](CC(C)C)COCCS2(=O)=O)cc1
0.033,CN(C)CCNC(=O)CN1C(=O)COc2ccc(C(C)(C)C)cc21

Cav3 T inh,mol
-0.11,O=C(NCc1csc(-c2ccccc2)n1)c1ccco1
-0.0013,COc1ccc(CNC(=O)Cn2cc([N+](=O)[O-])nc2C)cc1
-1.9,COCCn1c(N)c(C(=O)Nc2sc3c(c2C(=O)OC)CCCC3)c2nc3ccccc3nc21
-0.58,CCOc1ccccc1C(=O)N/N=C/c1cccc2cccnc12
-0.7,O=C(CSc1n[nH]c(-c2ccccc2)n1)Nc1ccc(Br)cn1
0.046,Cc1noc(C)c1CSc1nnc(-c2ccncc2)n1-c1cccc(Cl)c1C
-8.4*,Cn1ncc(C#N)c1/N=C/N(Cc1ccccc1)Cc1ccccc1
1.8,Cc1cc(=O)n2nc(N3CCCC(C(=O)NCCC4=CCCCC4)C3)sc2n1 (stereo not given)
0.61,Cc1c(C(=O)O)oc2c1ccc1ccccc12
-0.084,N#CCCn1cc(/C=C(\C#N)c2nc3ccccc3s2)c(-c2ccc(F)cc2)n1
-2.2,CCOC(=O)c1ccc(NC(=O)CCOc2ccccc2)cc1
-8.4*,CCn1c(CNc2ccc(Cl)cc2)nnc1SCC(=O)OC1CCCCC1
-0.61,O=C(Nc1ccccc1)N1C(=O)C2(OCCO2)c2ccccc21
0.18,O=C(Nc1nnc(C2CC2)s1)c1cccc(S(=O)(=O)N2CCc3ccccc32)c1
0.82,C=CCSc1ccsc1C(=O)O

Cav3 T inh,mol
-3.6,Cc1cccc(NC(=O)Cc2coc3ccc4ccccc4c23)n1
0.066,CC(=O)C1=C(C)NC(=O)NC1c1ccccc1 (stereo not given)
-0.56,Cc1cc(NC(=O)CCC2CCCCC2)no1
-5.1*,Brc1ccc(CSc2nnc(-c3ccccn3)n2Cc2ccco2)cc1
-1.4,CCCCCCC(=O)Nc1nc(C)c(-c2csc(Nc3ccc(Cl)cc3)n2)s1
-0.11,COc1ccc(N(Cc2cc3ccc(C)cc3[nH]c2=O)C(=O)c2ccco2)cc1
-0.24,O=C(CCC(=O)Nc1ccccc1)NNC(=O)c1ccco1
0.42,Cc1ncc([N+](=O)[O-])n1CC(C)O (stereo not given)
-0.3,CCCCNC(=O)c1onc(CSc2ccc(F)cc2)c1C(=O)O
0.1,CN(C)S(=O)(=O)Nc1ccccc1C(N)=O
0.02,CN(C)C(=O)[C@@H]1C[C@H]1[C@@H](NC(=O)OCc1ccccc1)c1ccccc1
0.0056,Cc1ccc(Nc2nc(N)nc(CSc3nnnn3-c3ccccc3)n2)cc1
0.19,Cn1c(SCC(=O)Nc2ccc3nc(SCC(=O)N4CCCC4)sc3c2)nnc1-c1ccccc1
-0.057,Cn1c(=O)c2c(nc(Sc3n[nH]c(N)n3)n2Cc2ccccc2Cl)n(C)c1=O
0.77,CC(C)(C)NC(=O)CC(CC(=O)O)c1ccccc1 (stereo not given)

Three compounds already listed, sorted by heavy-atom count, lowest first.
Cav3 T inh,mol
-3.6,Cc1cccc(NC(=O)Cc2coc3ccc4ccccc4c23)n1
-5.1*,Brc1ccc(CSc2nnc(-c3ccccn3)n2Cc2ccco2)cc1
-1.4,CCCCCCC(=O)Nc1nc(C)c(-c2csc(Nc3ccc(Cl)cc3)n2)s1

Cav3 T inh, what is marked active above
Cav3 T inh,mol
-3.9*,O=c1c2ccccc2c(C=NCCc2ccccc2)c(O)n1Cc1ccccc1
-5.8*,Cc1cccc(OCCCCc2c(C)n[nH]c2C)c1
-8.4*,Cn1ncc(C#N)c1/N=C/N(Cc1ccccc1)Cc1ccccc1
-8.4*,CCn1c(CNc2ccc(Cl)cc2)nnc1SCC(=O)OC1CCCCC1
-5.1*,Brc1ccc(CSc2nnc(-c3ccccn3)n2Cc2ccco2)cc1

3 of these compounds in a different format:
> CC(=O)C1=C(C)NC(=O)NC1c1ccccc1 (stereo not given)
- Cav3 T inh = 0.066
> Cc1cc(NC(=O)CCC2CCCCC2)no1
- Cav3 T inh = -0.56
> Brc1ccc(CSc2nnc(-c3ccccn3)n2Cc2ccco2)cc1
- Cav3 T inh = -5.1*

More results.
Cav3 T inh,mol
-0.0018,C=CCSC1=C(C#N)C(c2ccccc2Cl)CC(=O)N1 (stereo not given)
-0.31,O=C(CCCN1C(=O)c2ccccc2C1=O)NCC1CCCO1 (stereo not given)
0.063,CC(C(=O)N1CCc2ccccc21)N1CCc2ccccc2C1 (stereo not given)
0.79,Cc1ccc(C(=O)CCNc2ccccc2)o1
-0.053,Cc1cc2cc(CNC(=O)c3cc4ccccc4o3)ccc2n1C
-1.4,N#Cc1cn(CC(=O)NCC2CCCO2)c2ccccc12 (stereo not given)
-0.79,CN(C(=O)C1CCOC1)c1nnc(-c2ccncc2)s1 (stereo not given)
1,Cc1ccccc1NC(=O)N1C2CCC1CC(O)(c1cccnc1)C2 (stereo not given)
-0.11,Cc1nn(-c2ccccc2)c(CC(C)(C)C(=O)O)c1C(=O)O
-0.72,CCCCCOC(=O)C1=C(C)Nc2ncnn2C1c1cccs1 (stereo not given)
0.27,COc1cc(C2N(c3ccc(Cl)c(Cl)c3)C(=O)C3CCCN32)cc(OC)c1OC (stereo not given)
0.32,COc1cc2c(C(=O)N3CCCc4ccccc43)cn(C)c(=O)c2cc1OC
-1.6,COc1ccc(S(=O)(=O)N(CC(=O)NCc2ccco2)C2CCCCC2)cc1OC
0.26,OCCN1CCN(c2ncnc3c2sc2nc(N4CCOCC4)c4c(c23)CCC4)CC1
0.75,O=S(=O)(/N=C(/Nc1ccc(F)cc1F)c1ccc(Cl)cc1)c1ccccc1

Cav3 T inh,mol
-3.6,CCOC(=O)c1c(NC(=O)CCC(=O)NCc2ccco2)sc2c1CCCC2
-0.21,CCOC(=O)Cc1nnn(CC(=O)OCC)n1
0.86,CCOC(=O)c1ccc(NC=C2C(=O)OC3(CCCCC3)OC2=O)cc1
-0.56,N#C/C(C(=O)c1ccccc1)=C1/CCCCCN1
-1.1,CCCOc1ccc(OCCOCCN2CCc3ccccc3C2)cc1
0.3,CCOC(=O)c1ccc(-n2c(=O)[nH]c3ccccc3c2=O)cc1
-0.36,Cc1cc(C)c(C#N)c(Oc2ccc(F)cc2)n1
-0.81,CC(=O)Oc1ccc(NC(=O)C2CCCCC2)c(C(=O)O)c1
0.2&-0.082,C[c-]1[c-](C)[c-](C)[c-](C)[c-]1C.[Fe].c1cc2nccc(N3CCCC3)[c-]2c1 (stereo not given)
0.05,Cc1cc2c([nH]c3ccccc32)c2c1OC(C)(C)C=C2
1.1,CCOc1ccc(C(CC(=O)O)NC(=O)C23CC4CC(CC(C4)C2)C3)cc1 (stereo not given)
0.72,Cc1cc2c(c(=O)n1CC1CCCO1)C(c1ccco1)C(C#N)=C(N)O2 (stereo not given)
0.13,O=C(CC1CCCCC1)NCc1cn2ccsc2n1
0.015,Cc1ccc2cc(CN(Cc3ccco3)C(=O)c3ccccc3)c(=O)[nH]c2c1C
0.27,C=CCN(CC=C)Cc1c(C)[nH]c2ccc(C(=O)OCC)cc2c1=O

Cav3 T inh,mol
0.054,O=C(Nc1ccc(-n2nncc2-c2ccco2)cc1)c1ccc(F)cc1
0.79,CCN(CC)CCOCCOC(=O)C1(c2ccccc2)CCCC1
2,COC(=O)c1cc(OC)c(OC)cc1NC(=O)c1ccc(OC)c(OC)c1
1.7,CCOC(=O)CNS(=O)(=O)CCN1C(=O)c2ccccc2C1=O
0.97,Cc1noc(C)c1COc1ccc(C(=O)OCC(=O)N2CC(=O)Nc3ccccc32)cc1
0.33,COc1ccc(OCC(=O)N/N=C/c2ccc(O[C@@H]3O[C@H](CO)[C@@H](O)[C@H](O)[C@H]3O)cc2)cc1
0.6,Cn1c(=O)cc(OCC(=O)NCc2ccccn2)c2ccccc21
-3.4,CCOC(=O)c1[nH]c(COC(=O)C2CC(=O)N(Cc3ccccc3)C2)c(C(=O)OCC)c1C (stereo not given)
2.2,Cc1ccccc1-c1nc(CN2CCCC(C(=O)NCc3cccnc3)C2)c(C)o1 (stereo not given)
0.046,CCS(=O)(=O)c1ccc2oc(SCC(=O)c3ccco3)nc2c1
-1.1,COc1ccc2nc(NC(=O)CSc3nc(C)cc(C)n3)sc2c1
-0.28,NC(=O)c1ccc(OCC(F)(F)C(F)(F)C(F)(F)C(F)(F)C(F)(F)C(F)F)cc1
0.017,CCCNC(=O)CN1C(=O)NC2(CCCc3cc(OC)ccc32)C1=O (stereo not given)
0.2,Cc1ccc(S(=O)(=O)c2c(C)cc(C)nc2Cl)cc1
0.2,O=c1[nH]c(C2CCCN(S(=O)(=O)c3ccccc3)C2)nc2c1nnn2Cc1ccccc1F (stereo not given)

Cav3 T inh,mol
-2.7,Cc1occc1-c1nnc(SCC(=O)c2ccc(F)cc2)o1
-0.06,O=C(NC1CCCCC1)NC1CCN(S(=O)(=O)c2ccc3c(c2)OCCO3)CC1
0.031,O=C(C(c1ccccc1)c1ccccc1)N1CCN(Cc2ccco2)CC1
-1.8,CCc1ccc2[nH]c(=O)c(C(c3nnnn3CCOC)N3CCN(c4ccccc4)CC3)cc2c1 (stereo not given)
1.2,O=S(=O)(c1cccc(S(=O)(=O)N2CCN(c3ncccn3)CC2)c1)N1CCOCC1
0.058,CCOC(=O)CC1=C(C(=O)OCC)C(c2cccs2)C(C#N)=C(N)O1 (stereo not given)

Molecules shown so far that have a nitro group on carbon:
Cav3 T inh,mol
-2.1,CC(=O)SC(C[N+](=O)[O-])c1cn(C(C)=O)c2ccccc12 (stereo not given)
-0.0013,COc1ccc(CNC(=O)Cn2cc([N+](=O)[O-])nc2C)cc1
0.42,Cc1ncc([N+](=O)[O-])n1CC(C)O (stereo not given)

An excerpt; the hit share may differ from the screen's.
